Bioassay records from PubChem.
ATXN2 expr inh – ATXN2 expression inhibition; HEK-293 ATXN2-luciferase reporter, luminescence, 24 h; Potency, µM (top dose mostly 57 µM), for the others: at the top dose activity change, negative = inhibition, hits mostly inhibitors; AID 1745845; actives 0.72% (n = 360,000); also: nearly all actives have a fitted effect of over 55% in size
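ATXN2-luciferase reporter cells (luciferase flanked by upstream and downstream ATXN2 gene portions) were treated 24 h at 37 °C with compounds at up to 57 uM. SteadyGlo luminescence gave expression; GF-AFC fluorescence gave viability.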
KB-3-1 tox – kills parental KB-3-1 adenocarcinoma cells | actives 1.4% (n = 400,000) | Potency, µM (doses to about 46.1 µM), without a hit: at the top dose activity change, negative = cytotoxic, hits mostly cytotoxic | KB-3-1 viability, CellTiter-Glo ATP luminescence, 72 h; also: nearly all actives have a fitted effect of over 60% in size
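Using CellTiter-Glo luminescence, growth of non-resistant KB-3-1 adenocarcinoma cells is assessed 72 h after pin-tool compound addition at 37 °C. Normalized responses across the concentration series yield fitted curves.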
KB-V1 cytotox – kills drug-selected multidrug resistant KB-V1 cells; Potency, µM (doses to about 46.1 µM), inactives show at the top dose activity change, negative = cytotoxicity, usual class: cytotoxic; actives 3.4% (n = 400,000); KB-V1 MDR cells viability, CellTiter-Glo, 72 h; also: nearly all actives have a fitted effect of over 60% in size
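KB-V1 MDR subline cells in DMEM (phenol-red free, 10% FBS) exposed to compounds in qHTS concentration series for 72 h at 37 degrees C. Viability read by CellTiter-Glo luminescence; concentration-effect curves fitted after normalization and correction.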
Starred values were filed as active, the others as inactive; ? = inconclusive; [ ] = dose if it differs, or a comment. Calls follow the shape of the dose curve; as a rule, active = well fitted curve in the direction sought with a large enough effect; inconclusive = small, poorly fitted or top-dose-only effect, or another doubt; inactive = no such curve, though single readings can be large; an effect the other way counts as inactive or inconclusive. % is scaled to controls: 0 for no effect and ±100 for the full control effect; potency is read from the fitted curve at half-maximal effect. A portion of the library. The share of hits here may be higher or lower than overall.

structure | ATXN2 expr inh | KB-3-1 tox | KB-V1 cytotox
COc1cccc(NC(=O)Cn2c(=O)n(CCCCC(=O)NCCc3ccccc3)c(=O)c3ccccc32)c1 | -5% | 8% | 0%
CCCc1cnc2c(c1SCC(=O)Nc1ccccc1OCC)c(=O)n(C)c(=O)n2C | -2% | 1% | 9%
COc1cc2c(Nc3ccc(NC(=O)c4ccccc4)cc3)ncnc2cc1OCCCN1CCOCC1 | ? | ? | 0%
O=C1COc2cc(S(=O)(=O)CCC(=O)N3CCN(c4ccccc4)CC3)c(Cl)cc2N1 | -13% | -12% | -21%
O=C(CSc1nnc2ccc3ccccc3n12)c1ccc(F)cc1 | 14% | -8% | 7%
COc1cc(Cl)c(NS(=O)(=O)c2ccc(-c3cnc(C4CC4)o3)cc2)c(OC)c1 | ? | 1.6µM* | 1µM*
CCOC(=O)c1cnc2cc(C(F)(F)F)ccc2c1N1CCN(c2cccc(Cl)c2)CC1 | -7% | -20% | -20%
CCS(=O)(=O)c1ncc(N(Cc2cccc(F)c2)Cc2ccco2)c(C(=O)Nc2ccccc2Cl)n1 | 3% | 1% | 18%
O=C(Nc1cnn(Cc2ccc(Cl)cc2Cl)c1)c1noc2c1CCc1ccccc1-2 | -16% | -7% | 0%
Cn1nnnc1SCCNCc1ccc(F)cc1 | 4% | 16% | -17%
COc1cccc(N2CCN(c3ncnc4c3nc3n4CCCCC3)CC2)c1 | ? | 16µM* | ?
CSc1ccc(C2c3c(oc4ccc(F)cc4c3=O)C(=O)N2c2ccc(C)cn2)cc1 (stereo not given) | 12% | 1% | 2%
COc1ccc(Nc2ncnc3c2cnn3-c2ccc(C)cc2C)cc1 | 0% | -2% | 1%
COc1cc(/C=C(\C#N)c2nc3ccccc3n2C)cc(OC)c1OC | 0% | -12% | -6%
Cc1cc(C)cc(NC(=O)C(=O)NCCc2sc(-c3cccc(F)c3)nc2C)c1 | 5% | 5% | -20%
COc1cccc(CN2C(=O)C3(SCC(=O)N3c3ccc(C)c(Cl)c3)c3ccccc32)c1 (stereo not given) | 12% | 13µM* | 13µM*
COc1cccc(CNC(=O)CSc2nnc(C)c3c(C)n(-c4ccccc4)nc23)c1OC | -4% | -23% | -12%
COc1cccc(Nc2nc3cc(C)ccc3nc2NS(=O)(=O)c2ccc(Cl)cc2)c1 | -2% | ? | 15µM*
COc1ccc(N2CCN(C(=O)CCc3c(C)nc4cc(-c5cccc(F)c5)nn4c3C)CC2)cc1 | -18% | -8% | 4%
Cc1ccc2occ(CC(=O)N(Cc3ccc(C(C)C)cc3)C3CCS(=O)(=O)C3)c2c1 (stereo not given) | ? | -4% | ?
CCOC(=O)c1noc2ncnc(NCc3ccccc3OC)c12 | -9% | 8% | -3%
CC(=O)c1c(C)oc2ccc(NS(=O)(=O)c3ccc(C(C)C)cc3)cc12 | -12% | 21µM* | ?
CCC(C(=O)Nc1cccc(C#N)c1)n1nc(-c2ccccc2)ccc1=O (stereo not given) | -12% | 0% | ?
CC(C)(C)c1ccc(/C=C/C(=O)Nc2ccc(S(N)(=O)=O)cc2)cc1 | ? | ? | -10%
CCN(CC)c1ccc(NC(=O)CCCN2C(=O)C(c3ccccc3)Oc3cccnc32)c(C)c1 (stereo not given) | 3% | -1% | -3%
COc1ccccc1C(=O)Nc1c(C(=O)N(C)c2ccccc2)sc2nc(C)cc(C)c12 | 8% | 11% | 2%
Cc1c(Cl)cccc1NS(=O)(=O)c1ccc(-c2cnc(C3CC3)o2)cc1 | 0% | ? | ?
CCc1ccc(NC(=O)CSc2nc(-c3ccccc3Cl)nc3c2Cc2c(CO)cnc(C)c2O3)cc1 | 2% | 7% | 5%
Nc1c(C(=O)Nc2ccccc2Cl)c2ccccn2c1C(=O)c1ccccc1 | 4% | 2% | 9%
COc1cc(Cl)c(C)cc1NC(=O)C1CCCN(c2ncnc3onc(-c4ccc(F)cc4)c23)C1 (stereo not given) | 2% | -22% | ?
COc1ccc(C(=O)n2nc(-c3ccco3)nc2NCc2cccs2)cc1OC | 22% | 5% | 10%
Cc1cc(C)c(NC(=O)CSc2ncc(S(=O)(=O)c3ccc(C(C)(C)C)cc3)c(=O)[nH]2)c(C)c1 | -5% | 14% | 1%
CC(C)c1ccc(C2NC(=O)c3n[nH]c(-c4cccs4)c32)cc1 (stereo not given) | -27% | 0% | -1%
O=C(c1ccccc1)c1cn(Cc2ccc(F)cc2)c2ccccc2c1=O | -23% | ? | ?
CCCC12CN3CC(CCC)(CN(C1)C3c1ccc(OCc3ccccc3)cc1)C2=O (stereo not given) | 7% | 0% | 0%
COCCn1c(SCC(=O)Nc2ccc(C(F)(F)F)cc2)nc2c([nH]c3ccccc32)c1=O | 3% | -4% | 0%
CCOc1ccc(-c2nn(-c3ccc(F)cc3)c3c2cnc2ccc(F)cc23)cc1 | 16% | 7% | 19%
CC(C)(C)c1ccc(C(=O)Nc2ccc(OCc3cc(=O)n4ccsc4n3)cc2)cc1 | 6% | 3% | -11%
Cc1ccc(NC(=O)CSCn2nnc3c(=O)[nH]c(Cc4ccc(F)cc4)nc32)c(C)c1 | -9% | ? | -1%
CCC(=O)N1CCc2cc(Br)cc(S(=O)(=O)N3CCC(C(=O)N(CC)CC)CC3)c21 | -6% | 6% | 7%
Cc1ccc(Cn2c(C(C)NC(=O)c3ccccc3)nc3ccccc32)cc1 (stereo not given) | -34% | 0% | -7%
CCCCCCc1c(C)c2c(cc(C)c3c(C)c(C)oc32)oc1=O | 5% | 7% | 10%
CC(NC(=O)c1cc(-c2ccc(Cl)cc2)on1)c1ccccc1 (stereo not given) | 4% | ? | 6%
CCC(C)NC(=O)CSc1nc2c(sc3ccccc32)c(=O)n1CCc1ccc(OC)c(OC)c1 (stereo not given) | 3% | -2% | 27%
COc1ccc(-c2cc(C(F)(F)F)nc(NCc3ccc(F)cc3)n2)cc1 | -10% | -1% | 2%
CCc1ccc(CNC(=O)C2Cc3cc(S(=O)(=O)N4CCCCCC4)ccc3N2C(C)=O)cc1 (stereo not given) | -4% | 3% | 24%
COc1ccc(C2CC(=O)Nc3c2c(=O)nc2c(C)cccn32)cc1OC (stereo not given) | 12% | -2% | ?
Cc1cccc(C(=O)Nc2ccccc2OCc2cc(=O)n3c(C)csc3n2)c1 | 2% | 2% | 0%

Entries of single compounds as entered above. Order of values: ATXN2 expr inh | KB-3-1 tox | KB-V1 cytotox
CCCc1cnc2c(c1SCC(=O)Nc1ccccc1OCC)c(=O)n(C)c(=O)n2C as listed: -2% | 1% | 9%
Cn1nnnc1SCCNCc1ccc(F)cc1 as listed: 4% | 16% | -17%

Further compounds:
Compound,ATXN2 expr inh,KB-3-1 tox,KB-V1 cytotox
CCCN(CCC)CC(O)Cn1cc(/C=C/C(=O)c2ccc(C)cc2)c2ccccc21 (stereo not given),?,-11%,-13%
O=S1(=O)c2ccccc2N(Cc2ccccc2)c2ccccc21,7%,1%,19%
Cc1ccc(CNC(=O)c2c(-c3ccccc3F)noc2C)o1,4%,11%,2%
COc1ccc(NC(=O)CSc2cn(CCNC(=O)c3ccc(OC)cc3)c3ccccc23)cc1,?,-27%,-6%
CCOC(=O)N1CCN(CCC(=O)Nc2cccc(F)c2)CC1,-6%,1%,-4%
CCOc1ccc(NC(=O)c2cnc(Nc3ccccc3OC)c3ccccc23)cc1,22%,1%,5%
CC(C)c1ccc(NC(=O)C2CCN(S(=O)(=O)c3cccc4nonc34)CC2)cc1,-20%,21%,0%
COc1ccc(-c2cc(C(F)(F)F)nc(SCC(=O)NCc3ccc(F)cc3)n2)cc1,-2%,0%,-20%
CCC(C)NC(=O)Cn1c(=O)n(Cc2ccc(C(=O)NCCCOC)cc2)c(=O)c2ccccc21 (stereo not given),2%,-2%,0%
COc1ccc(OC)c(N(CC(=O)NCc2ccccc2)S(=O)(=O)c2ccccc2)c1,-4%,-1%,-5%
O=C(CSc1nc(-c2ccccc2)cn1-c1ccccc1F)Nc1ccc(F)cc1,-38%,-4%,-25%
Cc1cc2n(n1)CCC(=O)N2Cc1ccc(C(=O)Nc2ccc(Br)c(C)c2)cc1,-22%,?,0%
COc1ccc(-n2c(SCC(=O)c3ccccc3)nc3c([nH]c4ccccc43)c2=O)cc1,5%,23%,0%
CSc1cccc(NC(=O)CN(C)S(=O)(=O)c2ccc3c(c2)CCCN3C(C)=O)c1,0%,-23%,-38%
Cc1ccccc1CNC(=O)CN1C(=O)CCCc2ccccc21,2%,3%,0%
Cc1ccc(NC(=O)c2cnc3sc(N4CCOCC4)nn3c2=O)cc1N(C)C,4%,-9%,2%
COc1ccc(S(=O)(=O)N(CC(=O)Nc2ccccc2Br)Cc2ccccc2)cc1,-20%,16µM*,?
Cc1ccc(CCNC(=O)CCn2nc(-c3ccc(Cl)cc3)ccc2=O)cc1,-7%,-6%,-24%
Cc1cccc(-c2nc(SCC(=O)NCc3ccco3)c3c(=O)n(C)c(=O)n(C)c3n2)c1,3%,0%,13%
COC(=O)c1cccc(NC2=NS(=O)(=O)c3ccccc32)c1,12%,5%,?
CN(C)CCNc1ncnc2c1cnn2-c1cccc(Cl)c1,-19%,0%,2%
O=c1c2oc3ccccc3c2n(Cc2ccc(Cl)cc2)c(=O)n1Cc1ccccc1,0%,-2%,?
CC(=O)Nc1nnc(SCc2cc(=O)c3cccc(C)c3[nH]2)s1,-7%,-20%,5%
COc1ccc2oc(=O)c(C(=O)Nc3ccc(C(=O)O)cc3)cc2c1,6%,1%,0%
COc1ccc(C(=O)CSc2nc3cc(C(=O)NC4CCCC4)ccc3c(=O)n2CC2CCCO2)cc1 (stereo not given),9%,7%,11%
Cn1c(NCCCCO)nc2c1c(=O)n(Cc1ccc(Cl)cc1)c(=O)n2C,-15%,5%,5%
Cc1nc2c(-c3ccccc3)c(C)nn2c(C)c1CCC(=O)NCc1ccccc1Cl,7%,1%,-15%
O=C(Nc1ccc(F)cc1F)C1CCN(c2ncccn2)CC1,-1%,4%,0%
Cc1ccc(C)c(N2CCN(C(=O)c3ccc(Nc4nc5ccccc5n5nnnc45)cc3)CC2)c1,12%,4%,?
O=C(NCCc1ccccc1)c1c[nH]c2ccc(S(=O)(=O)Nc3ccccc3F)cc2c1=O,13%,-13%,25%
Cc1ccc(CN(C(=O)c2ccc(OCC(C)C)cc2)c2ccccn2)o1,17%,-18%,-5%
COCCN1C(=O)c2oc3ccc(C)cc3c(=O)c2C12C(=O)N(C)c1ccccc12 (stereo not given),-4%,-7%,11%
CC(C)(C)c1ccc(Oc2nc3ccccn3c(=O)c2/C=C(\C#N)c2nc3ccccc3[nH]2)cc1,6%,-2%,10%
Cc1ccc(CCNC(=O)c2cn(C)c3ccc(S(=O)(=O)N4CCCCC4)cc3c2=O)cc1,11%,?,1%
CCOc1ccc(NC(=O)Cn2c(CCC(=O)O)ccc2-c2ccc(C)cc2)cc1,3%,1%,?
CCN(CC)S(=O)(=O)c1ccc2nc(NC(=O)c3cccnc3)sc2c1,17%,-9%,14%
CCN1CCOC(=O)C1CC(=O)Nc1cc(C)ccc1OC (stereo not given),33%[activator],17%,?
Cc1ccc2c(c1)c1c(c(=O)n(-c3ccccc3C)c(=O)n1CC(=O)NCc1ccccc1)n2C,6%,-5%,-6%
CCc1ccc(NC(=O)CN(C)S(=O)(=O)c2ccc3c(c2)c(=O)n(C)c(=O)n3C)cc1,-1%,-17%,6%
CCOc1ccc(-c2cc3c(=O)n(Cc4nc(-c5ccc(OCC)c(OC)c5)oc4C)ccn3n2)cc1Cl,0%,-16%,-1%
CCOc1cc(C(=O)Nc2ccc3nc(N4CCN(C)CC4)cc(C)c3c2)cc(OCC)c1OCC,?,-2%,8%
COc1ccc(Cn2c(C(=O)O)c(CNCCc3cccs3)c3ccc(C)cc32)cc1,?,-29%,0%
CCn1cc(C(=O)N2CCN(c3ccccc3)CC2)c(=O)c2cc(S(=O)(=O)N(C)C)ccc21,-13%,-17%,9%
CC(=O)c1ccc(N2CCN(S(=O)(=O)c3ccc4c(c3)CCC(=O)N4)CC2)cc1,-7%,0%,-24%

Part of the list above with just KB-V1 cytotox and ATXN2 expr inh.
| Compound | KB-V1 cytotox | ATXN2 expr inh |
| --- | --- | --- |
| COCCN1C(=O)c2oc3ccc(C)cc3c(=O)c2C12C(=O)N(C)c1ccccc12 (stereo not given) | 11% | -4% |
| CC(C)(C)c1ccc(Oc2nc3ccccn3c(=O)c2/C=C(\C#N)c2nc3ccccc3[nH]2)cc1 | 10% | 6% |
| Cc1ccc(CCNC(=O)c2cn(C)c3ccc(S(=O)(=O)N4CCCCC4)cc3c2=O)cc1 | 1% | 11% |
| CCOc1ccc(NC(=O)Cn2c(CCC(=O)O)ccc2-c2ccc(C)cc2)cc1 | ? | 3% |
